Compound activity: PubChem BioAssay, National Center for Advancing Translational Sciences (NCATS)
TDP1 block – TDP1 (human) enzyme inhibition; recombinant TDP1, AlphaScreen DNA substrate cleavage; Potency, µM (highest dose often 130 µM), for inactives: at the highest dose activity change, negative = inhibition, most hits filed as inhibitors; actives 0.28% (n = 350,000); Q9NUW8; note: nearly all actives have a fitted effect of over 40% in size
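Compounds were preincubated with Tdp1 (1 nM final) for 15 min at room temperature before substrate (15 nM final) started a 5 min reaction; beads (10 ug/ml final) were then added for 10 min before AlphaScreen detection.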
KAT2A inh – inhibitors of human GCN5L2 histone acetyltransferase. GCN5L2 HAT assay, ThioGlo1 CoA-SH fluorescence. Potency, µM (highest dose often 58.9 µM), for inactives: top-dose activity change, negative = inhibition, hits mostly inhibitors. actives 0.21% (n = 390,000). AID 504327
Target sequence (Q92830 whole entry, looked up): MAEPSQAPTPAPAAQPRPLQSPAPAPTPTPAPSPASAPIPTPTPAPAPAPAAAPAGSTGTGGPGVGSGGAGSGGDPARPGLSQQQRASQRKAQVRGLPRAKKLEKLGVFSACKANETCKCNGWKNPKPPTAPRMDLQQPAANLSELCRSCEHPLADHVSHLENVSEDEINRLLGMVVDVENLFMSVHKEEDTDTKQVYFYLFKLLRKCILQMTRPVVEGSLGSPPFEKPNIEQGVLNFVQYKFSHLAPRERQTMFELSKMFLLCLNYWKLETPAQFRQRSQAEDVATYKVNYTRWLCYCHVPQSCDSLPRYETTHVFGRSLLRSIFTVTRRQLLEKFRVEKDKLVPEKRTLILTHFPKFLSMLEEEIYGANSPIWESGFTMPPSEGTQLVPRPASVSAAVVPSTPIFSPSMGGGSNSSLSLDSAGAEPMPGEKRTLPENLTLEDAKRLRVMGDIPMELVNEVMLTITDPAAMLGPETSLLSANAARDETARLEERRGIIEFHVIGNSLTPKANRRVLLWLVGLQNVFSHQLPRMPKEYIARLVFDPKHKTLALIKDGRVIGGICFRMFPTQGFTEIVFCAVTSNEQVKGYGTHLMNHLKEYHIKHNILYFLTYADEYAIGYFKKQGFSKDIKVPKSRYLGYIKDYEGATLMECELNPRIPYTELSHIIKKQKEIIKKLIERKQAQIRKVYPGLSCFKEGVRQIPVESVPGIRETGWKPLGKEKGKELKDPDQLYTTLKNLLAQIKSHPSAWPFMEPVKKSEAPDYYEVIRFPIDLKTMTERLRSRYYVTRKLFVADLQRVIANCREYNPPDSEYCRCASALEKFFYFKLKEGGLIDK
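Preincubate 20nM GCN5L2 with compound 15 min, RT → add 50uM ThioGlo1 + 75uM H3(1-25) + 70uM acetyl-CoA → read fluorescence 0 and 20 min. Primary qHTS; fluorescent artifacts likely.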
TDP1 cell noCPT – qHTS for Inhibitors of human tyrosyl-DNA phosphodiesterase 1 (TDP1): qHTS in cells in absence of CPT. DT40 Tdp1-/- hTDP1 cells, no CPT, ATP luminescence, 48 h. Potency, µM (highest dose often 46.2 µM), inactives show at the highest dose activity change, negative = growth inhibition, most hits filed as inhibitors. actives 15% (n = 420,000). AID 686978, 2013; note: nearly all actives have a fitted effect of over 55% in size
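Cells were dispensed at 400 per well, compounds added by pin tool, plates incubated ≥48 hr at 37 °C, then CellTiter-Glo added for 30 min at room temperature before luminescence reading. Line: DT40 Tdp1-/- complemented with hTDP1; camptothecin omitted.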
* = called active by the depositor; ? = inconclusive; . = not tested or not shown; & = joins results of further samples; ! = not active in a repeat; [ ] = remark or other dose. Calls come from the whole dose curve; as a rule, active = well fitted curve in the direction sought with a large enough effect; inconclusive = small, poorly fitted or top-dose-only effect, or another doubt; inactive = no such curve, though single readings can be large; an effect the other way counts as inactive or inconclusive. % is set by controls: 0 for no effect and ±100 for the full control effect; potency is the fitted concentration of half-maximal effect.

SMILES	TDP1 block	KAT2A inh	TDP1 cell noCPT
CCOc1cc(C)c(S(=O)(=O)Nc2ccc(F)cc2)cc1C	4%	-12%	16µM*
CC(=O)c1c(C)[nH]c(C(=O)OCC(=O)c2c(N)n(C)c(=O)n(C)c2=O)c1C	5%	-4%	.
CN(c1ccccc1)S(=O)(=O)c1ccc(C(=O)Nc2nnc(-c3ccc(F)cc3)o2)cc1	9%	2%	6.5µM*
O=C(O)CCCC(=O)NCc1c(Cl)cccc1Sc1ccc(Cl)cc1	6%	-4%	-17%
CC1CCCCN1C(=O)CSc1nnc(-c2cccnc2)o1 (centres undefined)	7%	-2%	-9%
COc1cc(OC)cc(C(=O)NCCSCc2ccc(Cl)cc2)c1	5%	-12%	?
COc1cccc(Nc2nnc(SCc3nc4ccccc4s3)s2)c1	3%	-15%	?
CCN(c1ccccc1)S(=O)(=O)c1cccc(C(=O)O)c1	-3%	0%	11%
Cc1ccc2c(c1)C(c1ccc([N+](=O)[O-])cc1)=NNC(c1ccc(Br)cc1)=N2	5%	-4%	?
CC(OC(=O)c1ccc2ccccc2c1)C(=O)N(C)Cc1ccccc1 (centres undefined)	-6%	-3%	21µM*
O=C(O/N=C\c1ccc(N2CCCCC2)c([N+](=O)[O-])c1)c1cccc(Cl)c1	7%	-8%	?
Cn1cccc1C(=O)N1CCC[C@@]2(CCN(c3ccccn3)C2)C1	.	-4%	?
O=C(c1ccc(F)cc1F)N1CCCC(c2nc(-c3cccs3)no2)C1 (centres undefined)	-10%	-3%	-21%
O=C(Cc1nn[nH]n1)Nc1ccc(F)cc1F	.	-7%	-2%
COc1ccc(/C=C2/SC(=S)N(Cc3ccccc3)C2=O)cc1O	.	-6%	-11%
CCOC(=O)c1cccc(NC(=O)C2CCN(S(=O)(=O)c3cccs3)CC2)c1	1%	-6%	?
COc1ccc(S(=O)(=O)Nc2cccc(-c3ccc(N4CCCCCC4)nn3)c2)c(OC)c1	1%&4%	-21%&-8%	29µM*
C=CCNc1nc(N)c(C(=O)Nc2cc(C)on2)s1	7%	2%	1%
CC(/C=N/n1c(-c2n[nH]c3c2CCC3)n[nH]c1=S)=C\c1ccco1	1%	-22%	2%
Cc1ccc(NC(=O)CN2C(=O)S/C(=C/c3ccc(-c4cc(C(=O)O)ccc4C)o3)C2=O)cc1C	.	-21%	0%
O=C(CCS(=O)(=O)c1ccccc1)N(CCCN1CCOCC1)c1nc2ccc(F)cc2s1	-9%	-3%	3.7µM*
Cc1ccc(C)c(OCC(=O)N2CCc3ccccc3C2)c1	0%	0%	-4%
Fc1ccc2nc(N3CCCC3)sc2c1	1%	1%	3%
COc1ccc(C)cc1NC(=O)CN(C)S(=O)(=O)c1cnc[nH]1	5%	0%	8%
O=C(N/N=C/c1c[nH]c2ccccc12)c1ccccc1	2%	-8%	-1%

Structures shown so far that contain a nitro group on carbon, in the order listed:
SMILES	TDP1 block	KAT2A inh	TDP1 cell noCPT
Cc1ccc2c(c1)C(c1ccc([N+](=O)[O-])cc1)=NNC(c1ccc(Br)cc1)=N2	5%	-4%	?
O=C(O/N=C\c1ccc(N2CCCCC2)c([N+](=O)[O-])c1)c1cccc(Cl)c1	7%	-8%	?

The list goes on:
SMILES	TDP1 block	KAT2A inh	TDP1 cell noCPT
CCOC(=O)NNC(=O)C12CC3CC(CC(C3)C1)C2	1%	-4%	-13%
COc1cccc(CNC(=O)COc2cc(=O)n(C)c3ccccc23)c1	0%	1%	-18%
CCCc1nc(SCC(=O)N2CCc3ccccc3C2)c2ccccc2n1	5%	-1%	?
CCOC(=O)c1ccc(NC(=O)C2Cc3ccccc3CN2S(=O)(=O)c2ccc(Cl)cc2)cc1 (centres undefined)	-4%	-4%	16µM*
CC1=CC(c2ccccc2)n2nnnc2N1 (centres undefined)	-3%	-4%	-1%
CC1CCCC(NC(=O)CCNC(=O)c2ccc(Br)cc2)C1C (centres undefined)	.	-1%	-12%
COc1ccccc1C(=O)Nc1nnc(S(=O)(=O)N(C)c2ccc(Cl)cc2)s1	-4%	-9%	?
CC(C)CNC(=O)C(=O)N/N=C/c1cccs1	0%	1%	-15%
CSCC[C@H](NC(=O)[C@H](Cc1ccccc1)NC(=O)[C@H](Cc1cnc[nH]1)NC(=O)CNC(=O)[C@@H](NC(=O)[C@H](C)NC(=O)[C@H](Cc1c[nH]c2ccccc12)NC(=O)[C@H](CCC(N)=O)NC(=O)[C@@H]1CCCN1C(=O)[C@@H](NC(=O)[C@@H]1CCC(=O)N1)C(C)C)C(C)C)C(N)=O	3%	-7%	.
N#CC1=C(N)Oc2cc(N)ccc2C1c1cccc(Br)c1 (centres undefined)	8%	-4%	1.5µM*
COc1ccc(C/C(C)=N/NC(=S)Nc2ccc(Cl)cc2)cc1	-3%	-4%	12µM*
COc1ccc(-c2c(-c3cc(OC)cc(OC)c3)sc3ccc(OC)cc23)cc1	-3%	-4%	-10%
CCN1CCC[C@H]1CNC(=O)c1c(OC)ccc(Br)c1OC	9%	-2%	30µM*!
Cc1ccc(C)c(Cn2c(=O)n(CCCCC(=O)NCc3ccc4c(c3)OCO4)c(=O)c3ccccc32)c1	-1%	2%	?
COc1ccc(S(=O)(=O)NCCC(=O)NC2CCCCC2C)cc1[N+](=O)[O-] (centres undefined)	18µM*	-5%	-44%
Cc1ccccc1N/C(=C(/C(Cl)=C(Cl)Cl)[N+](=O)[O-])n1nnc2ccccc21	4%	.	?
Cc1noc(C)c1C(=O)N1CCC2(CC1)CCN(c1ncccn1)CC2	.	-8%	-16%
COc1cc(NC(=S)Nc2ccccn2)c(OC)cc1Cl	0%	10%	?
CC(=O)N(c1cccc(Br)c1)C1C=CS(=O)(=O)C1 (centres undefined)	9%	-3%	-12%
CCN1C(=O)c2ccccc2S(=O)c2ccc(C(=O)N3CCCCCC3)cc21 (centres undefined)	3%	-7%	?
O=C(Nc1nc2c(Cl)cccc2s1)c1ccc([N+](=O)[O-])o1	.	-3%	16µM*
NC(=O)/C(=C\c1ccncc1)c1cccc2ccccc12	1%	-15%	-23%
O=C(c1ccc(F)cc1)c1ccc(-c2ccc(F)cc2)nc1	.	3%	4%
COc1cc(C)c(CN2CCN(C(C)C(=O)NC(C)c3ccccc3)CC2)cc1OC (centres undefined)	11%	-2%	-25%
O=C1C2C3c4ccccc4C(c4ccccc43)C2C(=O)N1Cc1cccnc1 (centres undefined)	2%	-10%	18µM*
The list goes on.
SMILES	TDP1 block	KAT2A inh	TDP1 cell noCPT
O=C(Nc1ccc2c(c1)CCCN2C(=O)c1ccco1)c1cc([N+](=O)[O-])ccc1Cl	.	-4%	?
CCOC(=O)c1ccc(CNc2ncnc3nc[nH]c23)cc1	3%	.	11µM*
CCN(CC(=O)NCc1ccc(Cl)cc1)C(=O)COc1cccc(C(F)(F)F)c1	-8%	-7%	?
COc1ccc(-c2nnc(-c3cc(OC)c(OC)c(OC)c3)o2)cc1OC	0%	-23%	15µM*
CN(C(=O)COC(=O)c1ccc(-c2ccc(O)cc2)cc1)C1CCS(=O)(=O)C1 (centres undefined)	3%	-2%	12%
Cc1ccc(C(=O)NCC(=O)OC(C)C(=O)NCCC2=CCCCC2)cc1C (centres undefined)	5%	-14%	10%
Cc1nc2cc(-c3cccc(F)c3)nn2c(C)c1CCC(=O)NC(C)CCc1ccco1 (centres undefined)	4%	-5%	?
CCCCn1c(=O)[nH]c(=O)c2c1nc(-c1cccc(OC)c1)n2C	-6%	-3%	?
CC1CC(C)CN(CC(=O)NCCc2ccc(S(N)(=O)=O)cc2)C1 (centres undefined)	-3%	0%	2%
COCC1CCN(C(=O)c2cc(COc3ccc(-n4cncn4)cc3)on2)CC1	2%	2%	-19%
CCCc1cc(=O)oc2c(C)c(OCC(=O)NC3CC(C)(C)NC(C)(C)C3)ccc12	0%	-2%	?
CCC(=O)C1=C(c2ccc(F)cc2)N(C(=O)CC)n2c(nnc2-c2ccc(OC)cc2)S1	0%	-6%	2.9µM*
O=S(=O)(c1cccc2ccccc12)N1CCN(c2nc(-c3cccs3)nc3ccccc23)CC1	0%	.	10µM*
O=C(Nc1ccc2[nH]ncc2c1)C1CCC1	2%	2%	5%
COc1ccc(NC(=O)NCCCN2CCN(c3cc(C)ccc3C)CC2)cc1	5%	-10%	8.2µM*
CCOc1ccccc1NC(=O)CN(C)S(=O)(=O)c1cnc[nH]1	-1%	-4%	-7%
CCCC(=O)NC(c1ccccc1Cl)c1c(O)ccc2ccccc12 (centres undefined)	2%	-9%	?
COc1ccc(NS(=O)(=O)c2cccc(C(=O)NN=Cc3cc(Br)c(O)c(Br)c3)c2)cc1	-14%	-14%	-7%
CCN(C(=O)CSc1ccc2c(c1)OCCO2)C1CCS(=O)(=O)C1 (centres undefined)	4%	-2%	-8%
C[C@]12c3[nH]c4cc(-c5ccco5)ccc4c3CCN1C(=O)[C@@H](CC(=O)NCc1ccco1)C[C@@H]2C(=O)N1CCCCC1	6%[56.1 µM]	-3%	?
COC(=O)c1cc(OC)nc(OC)c1	0%	0%	-6%
CC(=O)Nc1nc(CC(C)C)cc(-c2ccccc2)c1C#N	-1%	-1%	-30%
CC(=O)Nc1ccc(NC(=S)NC(=O)c2ccc([N+](=O)[O-])cc2)cc1	-1%	2%	-6%
O=C(Cn1nnc2c(cnn2-c2ccccc2)c1=O)NCc1cccs1	0%	-2%	23µM*
Cc1ccc(S(=O)(=O)c2cn(Cc3cccc(C)c3)c3cc4c(cc3c2=O)OCO4)cc1	-4%	-3%	-22%
Next section.
SMILES	TDP1 block	KAT2A inh	TDP1 cell noCPT
Cc1ccnc(N/C=C(\C#N)c2nc(-c3cccc(Br)c3)cs2)c1	-5%	-12%	18µM*
Cc1ccc(NC(=O)Cn2c(=O)n(CC3CCCO3)c(=O)c3ccccc32)cc1 (centres undefined)	-4%	-7%	-24%
COC(=O)c1cc(NS(=O)(=O)c2ccc3c(c2)CCC(=O)N3)cc(C(=O)OC)c1	6%	1%	-16%
COC(=O)c1ccc(Oc2c(C)oc3c(CN4CCN(C)CC4)c(O)ccc3c2=O)cc1	-4%	?	-2%
CCc1nc2ccccc2c(C(=O)OCC(=O)N(CCOC)c2c(N)n(Cc3ccccc3)c(=O)[nH]c2=O)c1C	-5%	4%	-30%
COc1ccc(-n2c(SCC3CNC(=O)O3)nnc2-c2ccc(Cl)cc2)cc1 (centres undefined)	3%	-4%	?
N#Cc1cccc(-c2cncnc2NCc2cccs2)c1	.	-5%	-2%
CCN1C(=O)N[C@@H](c2ccc(Br)cc2)C(C(=O)OC)=C1C	2%&5%	-2%	?
Cc1c(OCC(=O)NCCCN2CCOCC2)ccc2c(-c3ccccc3)cc(=O)oc12	1%	-6%	?
Cc1nc(CS(=O)(=O)c2ccccc2)cc(Sc2ccc(Cl)cc2)n1	-3%	2%	?
CC1COC(c2cccn2Cc2ccccc2Cl)=N1 (centres undefined)	2%	-16%	-2%
Cc1c(Cc2ccccc2)c(=O)oc2cc(OCC(=O)N3CCC(C(N)=O)CC3)ccc12	.	-19%	?
COc1cccc(C2C(C(N)=O)=C(C)Nc3nc(-c4cccc(Cl)c4)nn32)c1 (centres undefined)	0%	-3%	-7%
O=C(Nc1nn[nH]n1)c1ccc(S(=O)(=O)N2CCCCC2)cc1	6%	-10%	1%
CCOc1ccccc1N1CCN(C(=O)c2cc3cc(OC)ccc3[nH]2)CC1	.	-19%	?
CC(O)CNc1ccc(-c2n[nH]c(=O)c3ccccc23)cc1[N+](=O)[O-] (centres undefined)	.	0%	?
CNC(=O)NC(=O)C(C)OC(=O)CCCSc1nc2ccccc2s1 (centres undefined)	-1%	0%	-28%

Random excerpt: six compounds from above, in no set order.
SMILES	TDP1 block	KAT2A inh	TDP1 cell noCPT
O=C(Nc1ccc2[nH]ncc2c1)C1CCC1	2%	2%	5%
Cc1ccc(C)c(Cn2c(=O)n(CCCCC(=O)NCc3ccc4c(c3)OCO4)c(=O)c3ccccc32)c1	-1%	2%	?
Cc1ccccc1N/C(=C(/C(Cl)=C(Cl)Cl)[N+](=O)[O-])n1nnc2ccccc21	4%	.	?
CC(/C=N/n1c(-c2n[nH]c3c2CCC3)n[nH]c1=S)=C\c1ccco1	1%	-22%	2%
O=C(Cn1nnc2c(cnn2-c2ccccc2)c1=O)NCc1cccs1	0%	-2%	23µM*
Cc1c(OCC(=O)NCCCN2CCOCC2)ccc2c(-c3ccccc3)cc(=O)oc12	1%	-6%	?

These rows are one share of the data; the hit share may differ from the screen's.
